Screens as filed in PubChem.
SENP7 block: inhibitors of human SENP7 protease; AID 434973; recombinant SENP7, Z-RLRGG-aminoluciferin luminescence, 40 min; inhibition, % at 5 µM; 1.5% of 330,000 active;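 active = inhibition above about 50% at the single test dose, limit read from the data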;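 also: plate controls were DMSO with enzyme for no effect and no enzyme buffer wells for full effect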
HKDC1 inh: blocks human hexokinase HKDC1 activity; AID 493160; recombinant HKDC1, G6PDH/diaphorase resazurin coupled fluorescence; 0.16% of 340,000 active; inhibition, % at 20 µM;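 active = inhibition above about 35% when tested at 20 µM, limit read from the data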;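 also: plate controls were DMSO wells with enzyme for no effect and DMSO wells lacking enzyme for full effect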
Target sequence (Q2TB90 whole entry, looked up): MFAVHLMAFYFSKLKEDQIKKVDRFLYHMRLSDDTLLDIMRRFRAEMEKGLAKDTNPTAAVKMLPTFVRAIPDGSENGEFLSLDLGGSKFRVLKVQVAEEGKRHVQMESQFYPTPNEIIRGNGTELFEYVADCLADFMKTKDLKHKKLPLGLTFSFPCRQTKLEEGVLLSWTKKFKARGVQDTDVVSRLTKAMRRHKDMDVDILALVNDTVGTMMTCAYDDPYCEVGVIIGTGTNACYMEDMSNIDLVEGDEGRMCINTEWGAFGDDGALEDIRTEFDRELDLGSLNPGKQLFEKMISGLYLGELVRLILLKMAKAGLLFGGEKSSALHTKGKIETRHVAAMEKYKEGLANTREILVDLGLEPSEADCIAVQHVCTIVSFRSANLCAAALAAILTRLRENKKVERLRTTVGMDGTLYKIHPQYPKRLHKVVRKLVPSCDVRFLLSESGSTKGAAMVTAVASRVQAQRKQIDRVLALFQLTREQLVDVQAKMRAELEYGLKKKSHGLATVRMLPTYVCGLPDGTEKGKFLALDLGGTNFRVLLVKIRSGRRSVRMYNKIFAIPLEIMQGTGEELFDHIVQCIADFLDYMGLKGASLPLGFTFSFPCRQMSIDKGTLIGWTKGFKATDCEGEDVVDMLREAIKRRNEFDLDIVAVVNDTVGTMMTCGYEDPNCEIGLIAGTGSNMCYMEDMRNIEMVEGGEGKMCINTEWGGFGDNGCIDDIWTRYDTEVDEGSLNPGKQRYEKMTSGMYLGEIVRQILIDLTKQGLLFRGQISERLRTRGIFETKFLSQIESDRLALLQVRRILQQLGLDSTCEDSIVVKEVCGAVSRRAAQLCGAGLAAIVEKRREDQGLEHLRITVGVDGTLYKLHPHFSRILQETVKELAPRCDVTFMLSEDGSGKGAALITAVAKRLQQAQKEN
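Incubation: 90 min at room temperature in dark / Material: recombinant HKDC1 (HK5) hexokinase enzyme, produced in-house / Quantity: enzyme 5 µg/mL final / Compound: one dose of 20 µM, 1% DMSO / Reagent: glucose and ATP substrates / Buffer or medium: Tris pH 8.0 buffer with MgCl2, Tween-20, BSA, BME / Technique: resorufin fluorescence at 613 nm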
NR3A LBD binder: NR3A (human) ligand-binding domain modulation; Tm shift relative to glycine control, % at 25 µM; NR3A LBD differential scanning fluorimetry, Tm shift; 0% = protein alone, 100% = glycine-bound protein; 2.5% of 340,000 active;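 active = melting temperature shift of at least 10% of the positive control shift, at one fixed dose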
ATG4B inhibitor: inhibitors of human ATG4B cysteine protease | Q9Y4P1 | ATG4B cleavage of LC3-PLA2, NBD-HPC fluorescence, 1 h | inhibition, % at 8.33 µM | 0.51% of 340,000 active; in the data active = inhibition above about 40%
PfG6PD inh: PfG6PD (Plasmodium falciparum) enzyme inhibition. inhibition, % at 20 µM. PfGluPho enzyme, NADPH resazurin-diaphorase fluorescence. 0.78% of 350,000 active;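 active = inhibition reaching at least a set limit at 20 µM in the primary screen, cut at about 59% in these data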;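 also: 0% = DMSO wells with substrate and 100% = DMSO wells lacking glucose-6-phosphate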
SENP6 inh: SENP6 protease inhibition | Q9GZR1 | Recombinant SENP6 catalytic domain, aminoluciferin luminescence | inhibition, % at 10 µM | 1.8% of 330,000 active | AID 2599;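 active = inhibition above about 50% at the single tested dose, limit read from the data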;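 also: plate controls were DMSO wells with enzyme for no effect and DMSO wells lacking enzyme for full effect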
MPTP block: permeability transition pore inhibition; isolated mouse mitochondria, Ca2+ swelling absorbance, 30 min; 1.4% of 360,000 active; inhibition, % at 10 µM;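 active = inhibition of 50% or more, scaled per plate between neutral and stimulator controls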;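 also: 0% = DMSO wells given calcium and 100% = 1 mM EGTA wells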
SENP8 block: blocks human SENP8 cleavage of Nedd8 substrate; recombinant SENP8, Nedd8 substrate fluorescence; 0.64% of 360,000 active; inhibition, % at 20 µM; AID 602440; Q96LD8; in the data active = inhibition mostly above about 40%, no sharp cut-off; inactive = mostly below about 27%
Target sequence (Q96LD8 whole entry, looked up): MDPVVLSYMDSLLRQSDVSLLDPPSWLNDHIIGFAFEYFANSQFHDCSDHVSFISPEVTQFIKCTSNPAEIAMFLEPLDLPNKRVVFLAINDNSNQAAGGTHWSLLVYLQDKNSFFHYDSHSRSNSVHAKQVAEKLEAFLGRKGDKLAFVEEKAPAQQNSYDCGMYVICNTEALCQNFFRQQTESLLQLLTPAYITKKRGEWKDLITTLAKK
Starred values were filed as active, the others as inactive; / = no result given.

SMILES	SENP7 block	HKDC1 inh	NR3A LBD binder	ATG4B inhibitor	PfG6PD inh	SENP6 inh	MPTP block	SENP8 block
O=C(Nc1ccc(Cl)c(Cl)c1)c1ccc(Cn2cc(Cl)cn2)cc1	/	18	24*	-7	20	/	54*	12
Cc1cccc(/C=C2\Sc3ccc(C(=O)N4CCC(C(N)=O)CC4)cc3N(C)C2=O)c1	11	-2	0	-8	17	-17	-0.4	-31
COC(Cn1c(-c2cccc(S(=O)(=O)N(C)C)c2)n[nH]c1=S)OC	-5	-3	0	5	31	-10	4.8	17
N#Cc1ccccc1NC(=O)Nc1cccs1	-3	3	2	-6	6	-3	-5.4	-94
O=C(NCCc1nc(-c2ccc(F)cc2)no1)c1ccc(F)cc1	-3	-7	-1	1	4	5	-0.1	-6
CCOc1ccccc1NC(=O)CNC(=O)Cc1ccccc1	2	-2	-1	-4	3	4	-1.0	15
CC1CCN(C(=O)Nc2ccc3nsnc3c2)CC1	0	11	2	-4	10	-11	1.5	-316
O=C(c1ccc2c(=O)n3c(nc2c1)CCCCC3)N1CCN(c2ccc(Cl)cc2)CC1	11	3	-5	-14	-14	-27	-1.5	5
CN(CC(=O)Nc1ccc(Cl)c(Cl)c1)CC(=O)Nc1ccc2c(c1)OCO2	8	2	2	-25	15	0	3.4	2
COc1ccc(S(=O)(=O)Oc2ccc(C(=S)N3CCOCC3)cc2OC)cc1	8	-9	2	-1	-13	-20	-0.5	11
COc1cc(OC)c(C2C(C#N)=C(N)OC3=C2C(=O)CC(C)C3)cc1OC (configuration not stated)	4	3	-2	4	4	4	3.1	13
COc1ccc(S(=O)(=O)N(CC(=O)NC2CCCCC2)c2ccc(F)cc2)cc1	-12	-3	2	-7	3	5	-0.2	2
Cc1ccc(-c2noc(=O)n2CC(=O)Nc2ccc(S(=O)(=O)NC3CC3)cc2)cc1	5	15	-11	-11	15	-5	2.3	18
O=C(c1ccc(-c2ccc(Cl)cc2)o1)N1CCN(S(=O)(=O)c2cccs2)CC1	-6	-1	-9	-15	7	-11	-2.0	-25
Cc1ccc(S(=O)(=O)N2CCN(C(=O)c3nn(C(C)C)c(=O)c4ccccc34)CC2)cc1C	-2	-3	-5	-2	2	-19	-0.2	33

Arranged by the number under NR3A LBD binder (lowest first): 5 from the list above.
SMILES,NR3A LBD binder
Cc1ccc(-c2noc(=O)n2CC(=O)Nc2ccc(S(=O)(=O)NC3CC3)cc2)cc1,-11
O=C(c1ccc2c(=O)n3c(nc2c1)CCCCC3)N1CCN(c2ccc(Cl)cc2)CC1,-5
COc1cc(OC)c(C2C(C#N)=C(N)OC3=C2C(=O)CC(C)C3)cc1OC (configuration not stated),-2
CC1CCN(C(=O)Nc2ccc3nsnc3c2)CC1,2
O=C(Nc1ccc(Cl)c(Cl)c1)c1ccc(Cn2cc(Cl)cn2)cc1,24*

Other results follow:
SMILES	SENP7 block	HKDC1 inh	NR3A LBD binder	ATG4B inhibitor	PfG6PD inh	SENP6 inh	MPTP block	SENP8 block
Cc1cnc(NC(=O)C2CC(=O)N(c3ccc4c(c3)OCCO4)C2)s1 (configuration not stated)	-7	0	-3	6	-20	-13	0.2	7
Cc1ccc(N2C(=O)C(c3c(C)[nH]n(-c4ccccc4)c3=O)(C(F)(F)F)C3=C2CC(C)(C)CC3=O)cc1 (configuration not stated)	4	-3	-5	-6	-41	-8	0.8	36
Cc1cc(=O)oc2cc(OCC(=O)Nc3ccccc3C(N)=O)c(Cl)cc12	8	6	0	11	5	5	0.1	-104
CC(C)(C)NC(=O)C1CCN(C(=O)c2ccc(-c3ccccc3)cc2)CC1	4	3	-1	-12	-17	7	-6.2	38
Cc1ccc(C)c(S(=O)(=O)N2CCN(Cc3cc4c(cc3O)OCO4)CC2)c1	2	9	-1	-11	38	-12	0.9	11
CCOP(=O)(OCC)C(NC(C)=O)C(=O)c1ccccc1 (configuration not stated)	-1	6	-1	0	-9	-6	2.2	11
O=C(O)c1ccccc1C(=O)N1CCN(S(=O)(=O)c2cccc(C(F)(F)F)c2)CC1	-1	-3	0	0	-5	-29	-0.6	10
CCOCCCNC(=O)Cn1ncc2c(=O)oc3ccccc3c21	-1	-8	4	1	2	4	0.8	0
C=CCN1C(=O)c2ccc(C(=O)N3CCN(S(=O)(=O)c4cccc(Cl)c4)CC3)cc2C1=O	5	-4	-4	-5	5	-24	-0.1	6
Cc1cc(C(F)(F)F)c2c(N)c(C(=O)NC3CC3)sc2n1	-8	5	4	4	-7	-13	1.9	13
CN1c2ccccc2N(C)C1(C)c1ccccc1	/	22	-2	-8	64*	/	0.1	-135
O=C(Nc1ccccc1C(=O)NCC1CCCO1)c1ccccc1F (configuration not stated)	11	1	1	-2	10	-7	7.4	6
COc1ccc(C(=O)C2CCCN(C(=O)c3cccnc3OC)C2)cc1F (configuration not stated)	-2	-9	0	4	-8	9	-0.3	8
O=C(CSc1nnc(-c2ccncc2)s1)Nc1ccc(Cl)c(C(=O)O)c1	-2	-1	-2	-6	11	15	-0.5	4
O=C1C=C(c2ccc3[nH]ccc3c2)C[C@@H](c2ccc(F)cc2)C1	2	3	21*	-2	13	16	0.5	-6
COCCCN(C(=O)c1ccccc1)c1nc(-c2ccc(OC)cc2)cs1	0	-2	0	-4	19	3	0.1	6
NN1C(=O)c2cccc3c(C(=O)O)ccc(c23)C1=O	-1	-5	-14	-5	5	5	-0.1	16
COC(=O)Cc1ccc(OCC(=O)Nc2ccc(OC(F)(F)F)cc2)cc1	-1	-5	-2	-6	0	2	0.1	18
Cc1ccc(C(=O)N2CCCC(c3ccc(Cl)cc3)=N2)cc1	-5	-4	-5	-2	12	-15	-1.2	2
Cc1cc(C(=O)N/N=C/c2cccn2C)n[nH]1	-7	-12	-2	6	15	-23	0.0	3
Cc1c(C(=O)Oc2cccc3cccnc23)cccc1[N+](=O)[O-]	-6	11	-1	-8	27	-48	-3.9	11
COC(=O)CN1C(=O)[C@H]2[C@@H](c3ccc(C)o3)N3C(=O)CN(CC4CC4)C(=O)[C@@]3(C)[C@H]2C1=O	5	-2	0	-1	15	-13	-2.0	14
C/C=C(\C)CN1CCC(n2nccc2NC(=O)CCOc2ccccc2)CC1	-10	-1	0	4	0	-6	-0.1	-4
Cc1nnc(SCC(=O)Nc2nc(-c3ccc(F)cc3)cs2)[nH]c1=O	-2	1	-1	-1	-7	-10	1.5	3
O=C(Cc1cccs1)N1CCN(S(=O)(=O)c2ccc(F)c(F)c2)CC1	-2	-1	0	4	5	-6	-0.4	0
Cc1nn(C)c(C)c1NC(=O)c1ccc(Br)o1	0	-2	0	2	-3	-18	-0.7	6
COc1ccc(Br)cc1CN1CCN(C(=O)c2ccc(F)cc2)CC1	-13	-3	-2	-7	5	-8	-1.5	9
COC(=O)[C@]1(C)N[C@H](CN(C)S(=O)(=O)c2ccc(C)cc2)[C@@H]2C(=O)N(Cc3ccccc3)C(=O)[C@@H]21	9	-5	1	-5	6	26	-1.6	16
CCn1nc(CC(=O)Nc2nnc(CC(=O)N3CCCCC3)s2)c2ccccc2c1=O	4	3	-2	1	-10	-12	-1.0	32
Cc1cc(/C=N/NC(=O)c2ccc(CN3CCOCC3)cc2)c(C)n1-c1ccccc1	2	8	0	-6	9	-22	-0.7	-54
COc1ccccc1CNC(=O)CCC(=O)N1CCOc2ccc(C)cc21	13	-7	-2	2	-6	-6	-1.9	-3
CC(NC(=O)c1cc([N+](=O)[O-])cc([N+](=O)[O-])c1)C1CC2CCC1C2 (configuration not stated)	-2	-1	-1	-2	4	-13	2.7	16
O=C(Nc1cccc(C(=O)N2CCCC2)c1)C1CCCCC1	/	-5	2	-4	17	/	6.2	-2
CCSc1nc(O)c(C(c2cccc(OC)c2)c2c(O)nc(SCC)[nH]c2=O)c(=O)[nH]1	8	6	0	5	-28	-18	0.4	10
O=c1c2ccccc2sn1-c1cc(S(=O)(=O)N2CCOCC2)ccc1N1CCCC1	2	-7	-4	1	112*	1	-3.6	9
COc1cc(C(=O)Nc2ccncc2)c([N+](=O)[O-])cc1OC	17	-3	0	-2	-1	-5	2.5	14
O=C(Cc1ccc(Br)cc1)Nc1cccc(-c2cn3c(n2)SCC3)c1	-5	0	3	-8	6	10	0.3	18
COc1ccc(S(=O)(=O)N2CCCC(C(=O)NCC3CCCO3)C2)cc1OC (configuration not stated)	4	-5	1	-2	15	0	-1.1	-4
CN(CCN1CCOCC1)C(=O)CC1C(=O)NCCN1Cc1ccccc1C(F)(F)F (configuration not stated)	4	2	3	3	-5	1	0.7	-4
Nc1nc(Nc2ccccc2)sc1C(=O)c1ccccc1	-2	3	1	0	-15	-15	1.6	13
COc1ccc(CCNC(=O)Cc2ccc3c(c2)OCO3)cc1OC	-1	6	0	5	-1	5	-0.2	8
COc1ccc(CN(C)C(=O)c2ccc(NS(=O)(=O)c3ccc4[nH]c(=O)[nH]c4c3)cc2)c(OC)c1	-3	8	1	-13	-20	19	-2.8	-5
O=S(=O)(ON(c1ccccc1)S(=O)(=O)c1ccccc1)c1ccccc1	4	-2	1	2	-9	9	2.0	7
Cc1ccc(-c2ccc(CCC(=O)O)n2NC(=O)c2ccc([N+](=O)[O-])cc2)cc1	9	16	-2	1	9	-6	2.4	15
COc1ccc(C2C(C(C)=O)=C(O)C(=O)N2c2ccc(Br)cc2)cc1 (configuration not stated)	-13	-4	0	-2	-8	11	0.8	-147

Molecules shown so far containing bromine, in the order listed:
SMILES	SENP7 block	HKDC1 inh	NR3A LBD binder	ATG4B inhibitor	PfG6PD inh	SENP6 inh	MPTP block	SENP8 block
Cc1nn(C)c(C)c1NC(=O)c1ccc(Br)o1	0	-2	0	2	-3	-18	-0.7	6
COc1ccc(Br)cc1CN1CCN(C(=O)c2ccc(F)cc2)CC1	-13	-3	-2	-7	5	-8	-1.5	9
O=C(Cc1ccc(Br)cc1)Nc1cccc(-c2cn3c(n2)SCC3)c1	-5	0	3	-8	6	10	0.3	18
COc1ccc(C2C(C(C)=O)=C(O)C(=O)N2c2ccc(Br)cc2)cc1 (configuration not stated)	-13	-4	0	-2	-8	11	0.8	-147

(listing goes on)
SMILES	SENP7 block	HKDC1 inh	NR3A LBD binder	ATG4B inhibitor	PfG6PD inh	SENP6 inh	MPTP block	SENP8 block
O=[N+]([O-])c1cc(C(F)(F)F)ccc1NCCc1ccncc1	0	1	1	0	-7	-8	1.5	25
O=C1c2cccc3c([N+](=O)[O-])c(O)cc(c23)C(=O)N1Nc1ccccc1	3	3	-9	10	-11	21	0.4	24
Cc1ccc(N2C(=O)N(CC(=O)Nc3ccc(C)cc3[N+](=O)[O-])C(=O)C2C)cc1 (configuration not stated)	-18	-4	0	-6	-8	-24	0.1	9
CC(=O)c1c(C)oc2ccc(NS(=O)(=O)c3ccc(O)c(C(=O)O)c3)cc12	5	0	-1	-3	-34	-11	7.0	7
CN(C(=O)c1ccc2c(c1)OCO2)C1CCS(=O)(=O)C1 (configuration not stated)	0	-9	1	1	8	-2	0.2	8
COc1ccccc1N1CCN(C(=O)CCc2nnc3ccc(N4CCC(C)CC4)nn23)CC1	0	0	-1	-10	-3	6	0.5	-22
Cc1[nH]nc(C(F)(F)F)c1N=NN1CCOCC1	/	-5	1	-4	20	/	1.5	3
CNC(=O)/C(=C/c1ccc2c(c1)OCO2)NC(=O)c1ccc(Br)cc1	6	8	-1	5	2	-18	-9.1	2
CCOc1cc(NC(=O)c2ccccn2)c(OCC)cc1NC(=O)c1ccc(C)cc1	4	18	-2	2	0	0	2.5	-16
O=C(COc1ccccc1Cl)NNC(=O)c1ccc2c(=O)n3c(nc2c1)CCC3	-8	-6	0	-7	-6	-23	1.4	5
Cc1cc[n+](C(C)C(=O)c2ccc(Cl)cc2)cc1 (configuration not stated)	-11	-9	0	2	-7	-2	-0.1	12
CCCOC(=O)c1ccc(NC(=O)c2ccccc2OC)cc1	-3	17	-7	-13	19	-27	1.0	2
CC1CCN(S(=O)(=O)c2ccc3ncn(CC(=O)N(C)Cc4ccccc4)c(=O)c3c2)CC1	-2	-5	1	0	-4	-17	-0.2	9
Cc1ccc(C(=O)NCCN2CCOCC2)c(Cl)c1	0	-5	2	-2	2	0	0.6	14
CCOc1ccc(/C=N/NC(=O)c2cc(-c3ccccc3)nc3ccccc23)cc1O	1	1	3	-12	-1	18	1.0	5
